High-throughput results from PubChem BioAssay.
phage Ecoli inh = growth loss of phage-infected E. coli, primary screen, RecBCD inhibitor project, absorbance, with phage, HTS; actives 0.26% (n = 360,000); inhibition, % at 11.9 µM; in the data active = inhibition above about 11%
Arr AP2 block = inhibitors of beta-arrestin/AP2 binding, primary screen, biochemical, GPCR trafficking, flow cytometry; beta-arrestin 1 C-terminal peptide binding to AP2 beta2-adaptin appendage (human); FITC-arrestin peptide / GST-AP2 beads; AP2 beta2 appendage carries R879A mutation; inhibition, % at 10 µM; actives 0.31% (n = 340,000); AID 504490, 2011;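 active = inhibition above a set limit, near 3 SD of compounds lacking own fluorescence, cut at about 54% in these data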;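 note: plate controls were DMSO wells for no effect and 5 µM unlabelled arrestin peptide for full effect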
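System: GST-AP2 R879A glutathione beads. Medium: PBS with 0.05% Tween 20 and 0.1% BSA. Also added: FITC-arrestin peptide, 50 nM. Incubation: 12 min plus 1 h, RT. Measured by: high-throughput flow cytometry of beads, ex 488, em 535 nm. Evaluation: percent drop in bead-associated FITC signal.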
Mot1-301 SUMO = yeast Mot1-301 growth rescue at high temperature, primary screen, SUMOylation pathway inhibitor project, S. cerevisiae, ATP luminescence, 38.5C. S. cerevisiae Mot1-301 growth rescue; percent above DMSO median, 100 means doubled. growth rescue, % at 18.8 µM. actives 1% (n = 320,000);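 active = every valid replicate shows activation above 250% relative to neutral control wells; inactive = the rest, any valid replicate at or below 250%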;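 note: OY570 slx delta 5 strain wells were the positive control but not used for scaling; some compounds called inactive have numbers as strong as hits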
E coli growth = E. coli V3065 growth inhibition, primary screen, counter-screen for AddAB inhibitor project, absorbance, OD600 | actives 0.27% (n = 330,000) | 18 h | inhibition, % at 11.9 µM;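 active = inhibition above the campaign's mean inhibition across all tested compounds plus 3 SD, cut at about 9.9% in these data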;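 note: uninfected addAB+ strain grown without phage in ampicillin broth; 0% = DMSO wells and 100% = ciprofloxacin 0.95 µg/ml wells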
AddAB inh = growth inhibition of E. coli expressing H. pylori AddAB, primary screen, AddAB inhibitor project, absorbance | actives 0.29% (n = 330,000) | inhibition, % at 11.9 µM | AID 435030, 2010; in the data active = inhibition above about 12%;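 note: 0% = vehicle wells of infected cells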
PKA-R1A act = activators of PKA-R1A holoenzyme, primary screen, biochemical, fluorescence polarization, Cy5-IP20, bovine R1A, mouse PKAc; actives 0.083% (n = 340,000); activation, % at 11.4 µM; AID 504707, 2011; PKA-R1A dissociation; scaled: DMSO 0%, 113 µM cGMP 100%;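 active = percent activation above the mean of all tested compounds plus 3 SD, cut at about 19% in these data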;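 note: higher means more PKAc released from R1A so a rise in polarization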
OPRM1-OPRD1 ag = agonists of OPRM1-OPRD1 heterodimerization, primary screen, cell-based, luminescence; Mu-type opioid receptor (Homo sapiens) + Delta-type opioid receptor (Homo sapiens), …; AID 504326, 2011; activation, % at 9.3 µM; actives 0.3% (n = 340,000); cells; in the data active = activation above about 18%;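 note: 0% = vehicle-treated cells and 100% = reference agonist; values of inactives mirror those of a sister screen read the other way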
Target sequence (P35372 whole entry, looked up): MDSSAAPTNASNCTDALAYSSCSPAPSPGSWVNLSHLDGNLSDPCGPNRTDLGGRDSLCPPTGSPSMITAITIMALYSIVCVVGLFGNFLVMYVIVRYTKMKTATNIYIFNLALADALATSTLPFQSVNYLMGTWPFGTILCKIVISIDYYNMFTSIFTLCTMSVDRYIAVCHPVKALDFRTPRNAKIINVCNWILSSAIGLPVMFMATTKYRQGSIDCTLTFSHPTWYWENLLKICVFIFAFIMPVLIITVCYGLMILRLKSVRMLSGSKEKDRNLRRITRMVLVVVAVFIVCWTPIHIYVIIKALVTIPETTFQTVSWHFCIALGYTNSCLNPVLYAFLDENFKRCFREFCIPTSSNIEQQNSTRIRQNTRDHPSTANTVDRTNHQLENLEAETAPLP
Target sequence (P41143 whole entry, looked up): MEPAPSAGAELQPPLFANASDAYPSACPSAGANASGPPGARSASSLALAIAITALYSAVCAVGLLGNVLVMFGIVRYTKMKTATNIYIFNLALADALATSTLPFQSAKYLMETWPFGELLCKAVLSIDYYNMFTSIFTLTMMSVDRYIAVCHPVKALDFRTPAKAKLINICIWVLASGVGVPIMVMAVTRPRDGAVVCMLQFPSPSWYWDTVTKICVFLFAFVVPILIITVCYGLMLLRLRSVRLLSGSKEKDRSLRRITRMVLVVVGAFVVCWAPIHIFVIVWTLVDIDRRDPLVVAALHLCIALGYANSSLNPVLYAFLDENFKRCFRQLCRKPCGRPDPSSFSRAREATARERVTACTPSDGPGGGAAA
OPRM1-OPRD1 inv = inverse agonists of MOR-DOR heterodimerization, primary screen, cell-based, luminescence | Mu-type opioid receptor (Homo sapiens) + Delta-type opioid receptor (Homo sapiens), … | cell-based MOR-DOR heterodimer luminescence, inverse agonism | inhibition, % at 9.3 µM | actives 0.21% (n = 340,000) | AID 504357, 2011; in the data active = inhibition above about 22%, passing the limit was not always enough;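 note: 0% = cells with DMSO and 100% = wells without cells with DMSO; values of inactives mirror those of a sister screen read the other way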
Pemphigus Ab inh = inhibitors of pemphigus antibody binding to DSG3, primary screen, biochemical, bead-based, flow cytometry, scFv-GFP; DSG3-coupled beads, scFv-anti-DSG3-GFP binding; stronger effect = lower value; actives 0.48% (n = 310,000); Desmoglein-3 (Homo sapiens), P32926; binding (percent of control), % at 10 µM;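 active = binding more than 3 SD below its plate's average and above zero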;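 note: hits lower antibody fragment binding to DSG3; some compounds called inactive have numbers as strong as hits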
Tat transport = E. coli Tat export inhibitors, primary screen, MC4100, TorA-mCherry reporter, fluorescence, single point | inhibition, % at 10 µM | actives 0.036% (n = 340,000) | AID 488895, 2010;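 active = mean replicate inhibition at least 50% and at least half of replicates individually reaching 50%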;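 note: exported cargo escapes ClpAP degradation while cytoplasmic cargo is degraded and loses fluorescence; 0% = median of neutral control wells and 100% = median of NaSCN control wells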
PfHsp90 set2 = growth inhibition of PfHsp90-expressing yeast, primary screen, antimalarial PfHsp90 inhibitor project, S. cerevisiae, BacTiter-Glo luminescence, single point, set 2; AID 504621, 2011; inhibition, % at 9.4 µM; actives 0.32% (n = 310,000); BacTiter-Glo ATP, 48 h; yeast lacking PDR1 and PDR3 efflux regulators;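 active = every replicate shows inhibition above about 80%, whatever the replicate mean, limit read from the data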;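 note: 0% = DMSO neutral controls and 100% = 20 µM radicicol positive controls; yeast relying on Plasmodium falciparum Hsp90 in place of its own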
Starred values were filed as active, the others as inactive; · = no result given.

SMILES | phage Ecoli inh | Arr AP2 block | Mot1-301 SUMO | E coli growth | AddAB inh | PKA-R1A act | OPRM1-OPRD1 ag | OPRM1-OPRD1 inv | Pemphigus Ab inh | Tat transport | PfHsp90 set2
CCn1c(SCC(=O)c2ccc3c(c2)OCCO3)nnc1-c1ccco1 | 0.9 | -11 | -3 | -0.7 | 1.8 | 3 | -2.3 | 13 | 102 | 3 | 16
COc1ccc2oc(C(=O)OC/C(O)=C(\C#N)c3nc4ccccc4[nH]3)c(C)c2c1 | 2.6 | -16 | 30 | -0.7 | 3.2 | -6 | 3.5 | -19 | 103 | -13 | -34
Cc1nn(-c2ccccc2)c(Cl)c1C(=O)OC(C)C(=O)NC(=O)NC1CCCCC1 (centres undefined) | 1.6 | 0 | -13 | 1.0 | 2.9 | 0 | 2.6 | -14 | 103 | 7 | 10
CCC(C)(C)C1CCC2(CC1)NC(=O)N(CC(=O)NCCc1c[nH]c3ccccc13)C2=O (centres undefined) | 1.4 | 15 | 8 | 1.2 | 2.6 | -9 | 0.9 | -4 | · | 5 | -18
COC(Cc1n[nH]c(=S)n1-c1ccccc1)OC | 1.6 | -2 | · | -3.9 | -2.6 | 12 | -0.2 | 1 | 103 | 6 | 9
CC(C)=NNc1nc2sc3c(c2c(=O)[nH]1)CC(C)(C)OC3 | 1.7 | -3 | -15 | -1.2 | 0.4 | -6 | 0.4 | -3 | 84 | -12 | 4
COc1ccc(C(C(=O)NCc2ccccc2)N(C(=O)c2snc(C(N)=O)c2N)C2CCCC2)cc1O (centres undefined) | -1.1 | -18 | -3 | -0.6 | 1.9 | -2 | -2.7 | 14 | 106 | 1 | -5
N/C(Cc1ccc([N+](=O)[O-])cc1)=N\OC(=O)C1CCCCC1 | 1.4 | 37 | -16 | -1.8 | 3.7 | -19 | -1.7 | 8 | 94 | -6 | 18
CC1=CC(C)(C)N(C(=O)CSc2nccn2C)c2cc(C)ccc21 | 2.1 | 11 | -5 | 1.3 | 0.3 | -5 | -0.8 | 4 | 106 | 2 | 23
Clc1ccc(CN2CCN(c3ncccn3)CC2)c(Cl)c1 | -0.5 | 0 | 3 | 0.3 | 4.7 | 1 | 5.7 | -29 | 120 | 6 | -2
CCn1c(-c2ccccc2Cl)nn(CC(=O)Nc2ccc(OC)cc2)c1=S | 1.3 | 13 | 1 | 1.0 | -2.2 | -2 | -1.7 | 10 | 112 | -1 | -9
O=C(Cn1c(=O)n(-c2ccc(F)cc2)c(=O)c2sccc21)N1CCCC1 | 7.3 | 0 | -15 | -0.8 | 2.6 | -12 | 0.4 | -2 | 104 | 5 | 0
CC(C)N(CCC(=O)c1ccc2ccccc2c1)Cc1ccccc1 | 2.2 | 17 | 2 | 1.2 | 0.1 | -2 | -3.1 | 17 | · | -10 | 114*
CC(NC(=O)CSc1nnc(-c2cc3cc(Cl)ccc3o2)n1C)c1ccccc1 (centres undefined) | 0.9 | 1 | -20 | -1.1 | 0.7 | 3 | 0.1 | -1 | 99 | 0 | 6
Cc1nc(N)ncc1Sc1ccccc1 | 1.8 | -6 | -2 | 0.3 | 2.1 | -5 | -1.3 | 7 | 115 | 4 | 1
O=C(NC(=S)NCc1ccccc1)c1ccccc1Br | 1.1 | 36 | 3 | -0.8 | -2.3 | -11 | 1.2 | -6 | 115 | 5 | -23
COC(C(=O)NC1CCCCCCC1)c1ccccc1 (centres undefined) | 0.8 | -14 | 0 | -0.4 | -1.0 | -7 | -3.8 | 19 | 86 | -1 | 36
CSC(=NC#N)N1CCN(c2ccccn2)CC1 | 4.9 | -3 | 13 | 2.0 | 4.6 | -5 | -0.4 | 2 | 97 | -3 | -6
CCCCNC(=O)N1CCOCCOCCN(C(=O)NCCCC)CCOCC1 | 0.3 | -2 | -10 | 1.8 | 2.2 | -5 | -3.6 | 16 | 106 | 3 | -21
O=C(CC1Oc2ccccc2NC1=O)NCCc1ccccc1 (centres undefined) | 2.9 | 9 | -12 | -2.1 | 0.9 | 4 | -3.0 | 15 | 108 | 2 | -40
CC(=O)NC12CC3CC(C1)CC(C(=O)NCc1ccc(C)cc1)(C3)C2 | 0.8 | 3 | 0 | 1.1 | 3.2 | -9 | -2.0 | 13 | 131 | -1 | -8
Cn1cccc1C(=O)OCC(=O)c1cc2ccccc2o1 | 1.6 | 14 | 65 | 0.8 | 1.2 | -3 | -1.5 | 7 | 100 | 0 | ·
Cc1cc(C)cc(-n2c(C)cc(C(=S)N3CCOCC3)c2C)c1 | 0.4 | 22 | 37 | -2.8 | -0.4 | -7 | -2.2 | 12 | 95 | 2 | 1
COc1cc(C2C(C#N)=C(N)Oc3cc(C)n(CC4CCCO4)c(=O)c32)cc2c1OCO2 (centres undefined) | 0.7 | 4 | · | · | · | 1 | -1.2 | 7 | 103 | -10 | 1
COc1ccc(-c2nnc(SCC(=O)Nc3sc4c(c3C#N)CCC4)n2CC2CCCO2)cc1 (centres undefined) | -0.2 | 20 | · | · | · | -1 | -3.1 | 14 | 105 | 4 | -8

Another view of three compounds above:
> O=C(Cn1c(=O)n(-c2ccc(F)cc2)c(=O)c2sccc21)N1CCCC1
  phage Ecoli inh: 7.3; Arr AP2 block: 0; Mot1-301 SUMO: -15; E coli growth: -0.8; AddAB inh: 2.6; PKA-R1A act: -12; OPRM1-OPRD1 ag: 0.4; OPRM1-OPRD1 inv: -2; Pemphigus Ab inh: 104; Tat transport: 5; PfHsp90 set2: 0

> CC(C)N(CCC(=O)c1ccc2ccccc2c1)Cc1ccccc1
  phage Ecoli inh: 2.2; Arr AP2 block: 17; Mot1-301 SUMO: 2; E coli growth: 1.2; AddAB inh: 0.1; PKA-R1A act: -2; OPRM1-OPRD1 ag: -3.1; OPRM1-OPRD1 inv: 17; Pemphigus Ab inh: ·; Tat transport: -10; PfHsp90 set2: 114*

> CC(NC(=O)CSc1nnc(-c2cc3cc(Cl)ccc3o2)n1C)c1ccccc1 (centres undefined)
  phage Ecoli inh: 0.9; Arr AP2 block: 1; Mot1-301 SUMO: -20; E coli growth: -1.1; AddAB inh: 0.7; PKA-R1A act: 3; OPRM1-OPRD1 ag: 0.1; OPRM1-OPRD1 inv: -1; Pemphigus Ab inh: 99; Tat transport: 0; PfHsp90 set2: 6

More structures:
SMILES | phage Ecoli inh | Arr AP2 block | Mot1-301 SUMO | E coli growth | AddAB inh | PKA-R1A act | OPRM1-OPRD1 ag | OPRM1-OPRD1 inv | Pemphigus Ab inh | Tat transport | PfHsp90 set2
O=[N+]([O-])c1ccc(CN2CCOCCOCCN(Cc3ccc([N+](=O)[O-])cc3)CCOCC2)cc1 | · | -1 | -14 | -1.4 | 2.8 | 5 | 1.8 | -13 | 99 | 7 | -33
O=C(Cc1ccc(S(=O)(=O)N2CCOCC2)s1)NNC(=O)c1ccccc1Cl | -1.7 | 6 | 6 | -1.4 | 2.9 | 5 | -4.7 | 18 | 114 | 3 | -5
CC(OC(=O)Cc1n[nH]c(=O)c2ccccc12)C(=O)Nc1cc(Cl)cc(Cl)c1 (centres undefined) | 5.2 | 44 | 43 | -0.6 | -1.4 | -13 | -0.3 | 2 | 100 | -8 | -5
O=C(NCCO)C(=O)NCC1OCCCN1S(=O)(=O)c1cc(F)ccc1F (centres undefined) | 0.6 | 20 | -14 | -1.1 | -0.6 | -2 | -1.3 | 7 | 101 | 4 | 11
Nc1nc2nonc2nc1N | 0.3 | -7 | 3 | -0.8 | -1.9 | · | · | · | 86 | · | ·
O=c1/c(=C\c2ccc3c(c2)OCO3)sc2n1CCCN=2 | 3.4 | 1 | 385 | 0.3 | 1.5 | -7 | -1.1 | 6 | 99 | 6 | ·
O=C(Nc1ccccc1N1CCCCC1)c1ccc(-c2ccc(Cl)cc2)o1 | 2.9 | -1 | -14 | 1.5 | 4.3 | 9 | -2.5 | 15 | 103 | -2 | -7
CCN(CC)C(=O)CSc1nc2ccccc2c(=O)n1CCC(=O)NCCc1ccc(OC)c(OC)c1 | 0.5 | 11 | -35 | -2.3 | 0.3 | 0 | -1.3 | 6 | 117 | -1 | ·
Cc1cc(C)cc(OC(=O)C23CCC(C)(C(=O)O2)C3(C)C)c1 (centres undefined) | -0.5 | 11 | -28 | -0.3 | 2.7 | -18 | -1.3 | 7 | 90 | -4 | 2
COc1ccc(/C=C2\SC(=O)N(CCC(=O)Nc3ccccc3)C2=O)cc1OC | 0.7 | 0 | -11 | -2.7 | 5.1 | -4 | -0.1 | 1 | 94 | -5 | -12
CCN(Cc1ccccc1)c1c(C(=O)O)cnc2c1cnn2C | 4.9 | 12 | 6 | 0.8 | -3.8 | · | · | · | 100 | 3 | 24
Nc1nnc(-c2ccccc2Cl)s1 | 0.9 | 3 | 9 | 0.4 | 2.9 | 7 | 1.2 | -5 | · | -6 | 6
COc1ccc(OCCC(=O)OCC(=O)NC(=O)NC(C)(C)C)cc1 | 2.9 | 6 | 9 | -1.0 | 0.7 | -4 | 1.2 | -7 | 97 | -12 | 16
O=C(CSc1ncnc2scc(-c3ccc(Cl)cc3)c12)NCc1ccc2c(c1)OCO2 | 0.9 | 14 | · | · | · | -2 | -0.4 | 2 | 108 | -4 | -24
CC(=O)Nc1cccc(NC(=O)CSc2ncc(-c3ccc(Cl)cc3)n2Cc2ccco2)c1 | 2.1 | -3 | -1 | -1.3 | 1.1 | -8 | -0.2 | 1 | 98 | 11 | 12
O=C(NC(Cc1ccccc1)C(=O)O)/C(=C\c1ccc(F)cc1)NC(=O)c1ccco1 (centres undefined) | -1.4 | 25 | 56 | -2.9 | 3.0 | 3 | -3.1 | 17 | 109 | -5 | 1
Cc1cccc(NC(=O)CNC(=O)c2cccs2)n1 | 3.4 | 10 | 221 | 0.0 | -1.0 | 5 | -0.6 | 3 | · | 5 | ·

Quoted from the listing.
`CCN(CC)C(=O)CSc1nc2ccccc2c(=O)n1CCC(=O)NCCc1ccc(OC)c(OC)c1` – PKA-R1A act: 0
`CCN(Cc1ccccc1)c1c(C(=O)O)cnc2c1cnn2C` – E coli growth: 0.8
`CC(OC(=O)Cc1n[nH]c(=O)c2ccccc12)C(=O)Nc1cc(Cl)cc(Cl)c1` (centres undefined) – Arr AP2 block: 44
